CHRM4 PAM – CHRM4 positive allosteric modulation | 360,000 tested, 0.4% active | CHO-K1 hM4/Gqi5, Fluo-8 calcium fluorescence, ACh EC20; 0% = ACh EC20, 100% = maximal ACh | activation, % at 3 µM | P08173;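 active = activation above its plate's cutoff, the mean activation of sample wells plus 3 SD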; also: some results filed as inactive read as strong as hits
Target sequence (P08173 whole entry, looked up): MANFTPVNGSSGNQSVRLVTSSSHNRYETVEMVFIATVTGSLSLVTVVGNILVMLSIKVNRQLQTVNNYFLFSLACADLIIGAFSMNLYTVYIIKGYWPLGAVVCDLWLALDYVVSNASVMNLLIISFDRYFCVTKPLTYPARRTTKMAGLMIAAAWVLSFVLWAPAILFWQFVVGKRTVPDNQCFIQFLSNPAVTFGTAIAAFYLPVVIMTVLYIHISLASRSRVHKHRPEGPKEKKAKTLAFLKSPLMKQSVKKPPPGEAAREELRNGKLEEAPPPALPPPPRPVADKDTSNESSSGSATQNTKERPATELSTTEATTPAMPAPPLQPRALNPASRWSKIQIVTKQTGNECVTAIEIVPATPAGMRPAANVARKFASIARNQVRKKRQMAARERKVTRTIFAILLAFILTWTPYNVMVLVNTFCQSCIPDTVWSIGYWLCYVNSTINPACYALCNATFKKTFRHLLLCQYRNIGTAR
GalR3 antagonist – antagonists of human GalR3; HEK293 GalR3-CNG cAMP membrane potential fluorescence; galR3 body fused to GalR1 C-terminus; inhibition, % at 3 µM; 360,000 tested, 0.44% active; AID 651719;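 active = inhibition above the screen-wide average plus 3 SD, cut at about 13% in these data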;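 also: forskolin and galanin both at EC90 stimulate the cells; cAMP rise reported by CNG channel membrane potential dye signal; 0% = forskolin plus galanin with DMSO and 100% = forskolin alone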
Target sequence (O60755 1-299 limits assumed): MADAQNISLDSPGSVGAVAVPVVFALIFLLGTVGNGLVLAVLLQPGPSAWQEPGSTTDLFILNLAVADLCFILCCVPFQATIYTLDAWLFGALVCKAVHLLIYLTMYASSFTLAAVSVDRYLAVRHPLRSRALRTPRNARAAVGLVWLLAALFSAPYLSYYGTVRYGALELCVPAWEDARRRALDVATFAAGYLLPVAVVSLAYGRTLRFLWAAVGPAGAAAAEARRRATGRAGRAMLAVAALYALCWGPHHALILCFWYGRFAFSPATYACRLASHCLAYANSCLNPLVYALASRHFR
Starred values were filed as active, the others as inactive. A portion of the library. The share of hits here may be higher or lower than overall.

Below each SMILES – CHRM4 PAM	GalR3 antagonist
> COCCNc1ncnc2c1ncn2[C@H]1CN(Cc2ccccc2)C[C@@H](CO)O1
    2	-3
> CCc1nc2ccc(C(=O)NC3CCN(Cc4ccccc4)CC3)cn2c1N(CC)Cc1cccc(Br)c1
    -11	-5
> Cc1ccc(CNc2nc(NCc3ccccc3)nc3ccsc23)c(C)c1
    -13	-10
> Cc1ccc(F)c(S(=O)(=O)NC(=O)C2(C)CCN2C(=O)c2ccccc2)c1 (stereo unspecified)
    -2	-6
> CCc1ccc2c(c1)NC(=O)C2(C)Cc1ccccc1 (stereo unspecified)
    5	-8
> COc1cccc(-c2nc3nc(C)cc(C)n3c2NCc2ccccc2)c1
    13	-2
> O=C(Nc1cccc(C(F)(F)F)c1)Nc1nnc([C@H]2C[C@H](O)[C@@H](CO)O2)s1
    4	-8
> CCCC(C)(C)C(=O)N1CCC1(C)C(=O)NS(=O)(=O)c1ccc(Cl)cc1 (stereo unspecified)
    12	-2
> COC(=O)C1=CN(c2ccc(N3CCOCC3)cc2)C(N)=C(C#N)C1c1ccc(-c2ccccc2)cc1 (stereo unspecified)
    5	-3
> CC1(Cc2ccc(Cl)cc2)C(=O)Nc2ccc(-c3ccc(F)c(Cl)c3)cc21 (stereo unspecified)
    -1	-6
> CC1(c2nc3ccccc3[nH]2)CCCC2=Nc3ccccc3CN21 (stereo unspecified)
    -1	-6
> Cc1c(C(=O)NCc2ccccc2C(F)(F)F)sc(=O)n1Cc1ccc2ccccc2c1
    -2	2
> CCOC(=O)C1=CCN(S(=O)(=O)c2ccccc2C)C1c1ccc(Cl)cc1 (stereo unspecified)
    -8	-2
> CCC(=O)N1CCC1(C)C(=O)Nc1nccs1 (stereo unspecified)
    -4	-7
> CC(C)Oc1cc(F)ccc1-c1cc(C(=O)Nc2ccc(F)cc2)[nH]n1
    -2	-8
> O=C(NC1CCCC1)C1C(c2ccc(C(F)(F)F)cc2)=Nc2ccccc2N1C(=O)c1cccc(C(F)(F)F)c1 (stereo unspecified)
    -7	-8
> CCc1nc2c(OCc3ccc(F)c(F)c3)cccn2c1N(C)C(=O)c1ccncc1
    5	-2
> O=S1(=O)CC(N2CCC(Cc3ccccc3)CC2)CN1Cc1ccccc1 (stereo unspecified)
    -1	-5
> CCCCCNC(=O)c1[nH]c(C(F)(F)F)nc1-c1ccccc1
    5	-4
> O=C(NCc1ccc(F)cc1)Nc1nnc([C@H]2C[C@H](O)[C@@H](CO)O2)s1
    4	-7
> Cc1cc(F)cc(-c2cc(C(=O)NCc3ccco3)[nH]n2)c1
    4	-5
> COc1ccc(-c2csc(C(C)(NC(C)=O)c3ccccc3)n2)cc1 (stereo unspecified)
    0	-8
> CC(C)C[C@@H]1O[C@H](C(C)C)Cc2[nH][nH]c(=O)c21
    7	-2
> CCCCNC(=O)c1ccc2nc(CC)c(N(CCC(C)C)CCN(C)C)n2c1
    -4	-6
> COc1ccc(N2CCN(C(=O)C(=O)c3cccc([N+](=O)[O-])c3)CC2)cc1
    -8	-4
> CC1(C(=O)Nc2ccc(Cl)cc2)Cc2c(-c3cccc(C(N)=O)c3)ccnc2O1 (stereo unspecified)
    -1	-7
> CC(C)C[C@@H]1COc2cc(N(C)CCO)ccc2S(=O)(=O)N1
    -2	-5
> CCOC(=O)C1(C)CCCN(C(=O)c2ccccc2C(F)(F)F)C1 (stereo unspecified)
    5	-7
> O=C([C@H]1O[C@@H](n2ccc(=O)[nH]c2=O)[C@H](O)[C@@H]1O)N1CCN(c2ccc(Cl)cn2)CC1
    8	0
> COc1ccc(CCN2C(=O)COc3ccccc3C2C(=O)Nc2ccc3c(c2)OCCO3)cc1OC (stereo unspecified)
    6	1
> CC1(C(=O)Nc2cccc(C#N)c2)CCN1C(=O)Cc1ccc(-c2ccccc2)cc1 (stereo unspecified)
    -5	-3
> COc1ccc(-c2sc3ccccc3c2-c2ccc(OC)cc2F)cc1
    -5	-5
> O=C1c2c(-c3ccc(Br)cc3)noc2CCN1Cc1cn(Cc2ccccc2)nn1
    -1	-7
> COc1ccc(NC(=S)N2CCN(c3ccc4c(c3)C3CCN(C(=O)OCc5ccccc5)C4C3)CC2)c(OC)c1 (stereo unspecified)
    -6	-7
> COc1cccc(NC(=O)C2(C)CCN2Cc2ccc(SC)cc2)c1 (stereo unspecified)
    2	-2
> COc1ccc(C(C(=O)NC(C)(C)C)n2c(=O)c(-c3cc4ccccc4[nH]3)nc3ccccc32)cc1 (stereo unspecified)
    0	-1
> CN(C)c1cccc(CNC(=O)c2ccc3sc([C@@H]4O[C@H](CO)[C@H](O)[C@H](O)[C@H]4O)nc3c2)c1
    6	2
> CCCNC(=O)C1(C)CCCN(Cc2ccc(C)cc2)C1 (stereo unspecified)
    0	-2
> Nc1ncnc2c1nc(-c1ccccc1)n2C1OC(CO)C(O)C1O (stereo unspecified)
    4	-7
> CCOC1=C2[C@H](c3cccs3)N(S(=O)(=O)c3ccc(C)cc3)C[C@H]2n2c(=O)n(-c3ccccc3)c(=O)n2C1
    -2	-2
> CSCCNC(=O)C1(C)CCN1C(=O)C/C=C/c1ccccc1 (stereo unspecified)
    -3	-8
> COc1ccc(C2=Nc3ccccc3N(C(=O)c3ccc(C)cc3)C2C(=O)NCc2ccccc2)cc1 (stereo unspecified)
    13	-5
> COC(=O)[C@]12CCCCC=C1N(Cc1ccco1)C(=O)[C@H](CC(=O)NCc1ccc(OC)c(OC)c1)C2
    6	-6
> CC1(C(=O)Nc2ccc3ccccc3c2)CCC(=O)N1CCCn1ccnc1 (stereo unspecified)
    6	-7
> OC(c1ccccc1)(c1nc(/C=C/c2ccc(C(F)(F)F)cc2)cs1)C(F)(F)F (stereo unspecified)
    4	-7
> CC1=C(C(=O)N2CCOCC2)CC(CC(=O)NCCCN(C)C)C(=O)N1Cc1ccc(C(C)(C)C)cc1 (stereo unspecified)
    -3	-1
> CCCCC[C@H]1CCCCC[C@@H](O)C[C@@H](O)[C@@H](O)/C=C/C(=O)O1
    4	-2
> COc1ccc(CC(N)c2csc(NC(=O)Nc3cccc(C(F)(F)F)c3)n2)cc1 (stereo unspecified)
    3	-8
> CCOC(=O)C1(C)CCCN(C(=O)c2ccccc2OC(F)(F)F)C1 (stereo unspecified)
    -4	-8
> CC(C)c1ccc(NC(=O)C2Cc3c(-c4ccccc4Oc4ccccc4)ccnc3O2)cc1 (stereo unspecified)
    4	-5
> CC(=O)C1=CCC(c2cccc(Cl)c2)N(S(=O)(=O)c2ccc(C)cc2)C1 (stereo unspecified)
    -13	-6
> CCC(c1nnnn1-c1ccc2c(c1)OCCO2)N1CCN(c2ncccn2)CC1 (stereo unspecified)
    1	-5
> CCc1nc2c(OCCC3CCCCC3)cccn2c1N(C=O)Cc1ccc(OC)cc1
    -4	-5
> CC(C)N1CCC1(C)C(=O)Nc1cc(-c2ccccc2)nn1C (stereo unspecified)
    8	-7
> Cc1ccccc1-c1ccc(CN2C(C(C)C)C(=O)N(Cc3cn(CCC4OCCO4)nn3)CCS2(=O)=O)cc1 (stereo unspecified)
    -7	-8
> Cc1cccc(C)c1-n1nnnc1C1c2ccccc2C(=O)N1CCOc1ccccc1 (stereo unspecified)
    1	-3
> Cc1cccc(C)c1-n1nnnc1-c1nc2ccccc2[nH]c1=O
    0	-8
> COc1cccc(-c2nc3nc(C)cc(C)n3c2Nc2c(C)cccc2C)c1
    -1	-7
> CC(C)(C)N1C(=O)c2c(C(=O)OCc3ccccc3)[nH]c(-c3ccccc3)c2C1=O
    -3	-5
> COCCNc1nc(NC(C)C)nc2ccsc12
    -2	-7

Sorted by count of non-hydrogen atoms (descending): part of the list above
Below each SMILES – CHRM4 PAM	GalR3 antagonist
> COc1ccc(NC(=S)N2CCN(c3ccc4c(c3)C3CCN(C(=O)OCc5ccccc5)C4C3)CC2)c(OC)c1 (stereo unspecified)
    -6	-7
> Cc1ccccc1-c1ccc(CN2C(C(C)C)C(=O)N(Cc3cn(CCC4OCCO4)nn3)CCS2(=O)=O)cc1 (stereo unspecified)
    -7	-8
> COC(=O)[C@]12CCCCC=C1N(Cc1ccco1)C(=O)[C@H](CC(=O)NCc1ccc(OC)c(OC)c1)C2
    6	-6
> COc1ccc(C(C(=O)NC(C)(C)C)n2c(=O)c(-c3cc4ccccc4[nH]3)nc3ccccc32)cc1 (stereo unspecified)
    0	-1
> CC(C)c1ccc(NC(=O)C2Cc3c(-c4ccccc4Oc4ccccc4)ccnc3O2)cc1 (stereo unspecified)
    4	-5
> CCc1nc2c(OCCC3CCCCC3)cccn2c1N(C=O)Cc1ccc(OC)cc1
    -4	-5
> CC1(C(=O)Nc2cccc(C#N)c2)CCN1C(=O)Cc1ccc(-c2ccccc2)cc1 (stereo unspecified)
    -5	-3
> O=C1c2c(-c3ccc(Br)cc3)noc2CCN1Cc1cn(Cc2ccccc2)nn1
    -1	-7
> OC(c1ccccc1)(c1nc(/C=C/c2ccc(C(F)(F)F)cc2)cs1)C(F)(F)F (stereo unspecified)
    4	-7
> CC1(C(=O)Nc2ccc3ccccc3c2)CCC(=O)N1CCCn1ccnc1 (stereo unspecified)
    6	-7
> COc1ccc(-c2sc3ccccc3c2-c2ccc(OC)cc2F)cc1
    -5	-5
> Nc1ncnc2c1nc(-c1ccccc1)n2C1OC(CO)C(O)C1O (stereo unspecified)
    4	-7
> Cc1cccc(C)c1-n1nnnc1-c1nc2ccccc2[nH]c1=O
    0	-8
> CSCCNC(=O)C1(C)CCN1C(=O)C/C=C/c1ccccc1 (stereo unspecified)
    -3	-8
> CCCNC(=O)C1(C)CCCN(Cc2ccc(C)cc2)C1 (stereo unspecified)
    0	-2

Carrying on:
canonical_smiles | CHRM4 PAM | GalR3 antagonist
CCOC(=O)C1=CC[C@@H](c2ccccc2)N(S(=O)(=O)c2ccc(C)cc2)[C@H]1/C=C/c1ccccc1 | -5 | -3
CCc1nc2ccc(C(=O)NCCc3ccccn3)cn2c1N(C)CCC(C)C | -7 | -6
O=C(NCc1ccco1)c1cccc2c(-c3ccc(F)c(F)c3)coc12 | -4 | -8
Cc1ccc(S(=O)(=O)C[C@@H]2OC[C@H](Cc3ccccc3)N2S(=O)(=O)c2ccc(C)cc2)cc1 | -10 | -7
O=C1COc2ccccc2C(c2nc3ccccc3[nH]2)N1Cc1ccccc1 (stereo unspecified) | 10 | -6
O=c1[nH]cnc2c1ncn2C1CCC(CO)O1 (stereo unspecified) | 3 | -7
COCCCN1C(=O)C(CC(=O)NC2CC2)CC(C(=O)N(C(C)C)C(C)C)=C1C (stereo unspecified) | -6 | -7
COCCNc1nc(NCc2cc(-c3ccc(OC)cc3)no2)c2sccc2n1 | -12 | -5
COc1ccc(-c2cnc3c(NC(C)=O)cc(-c4cccc(C(=O)NCCN(C)C)c4)cn23)cc1OC | 9 | -2
Cc1noc(C)c1C(=O)N1CCC1(C)C(=O)NS(=O)(=O)Cc1cccc(Cl)c1 (stereo unspecified) | 3 | -6
CCc1nc2ccc(C(=O)N(CC)CCN(C)C)cn2c1N(CC)C(=O)NCCc1ccccc1 | 8 | -8
COc1ccc(C(C)(O)c2nc(-c3ccoc3)cs2)cc1 (stereo unspecified) | -4 | -6
CNc1cccc(-c2ccc(C(=O)N3CCOCC3)cc2)n1 | 0 | -3
CC(=O)Nc1ccc(-c2ccnc3c2CC(C)(C(=O)Nc2ccc(F)c(Cl)c2)O3)cc1 (stereo unspecified) | -7 | -4
O=C(NCc1ccccc1)c1nc(-c2c(F)cccc2F)oc1-c1ccccc1 | -1 | 1
COc1ccc(Cc2c(C3CCCCC3)nc3c4ccccc4ccn23)c(C)c1 | -1 | -7
COc1ccc(C(C(=O)c2ccccc2)c2ccccc2)cc1 (stereo unspecified) | -4 | -4
CCc1nc2c(OCc3ccc(C(F)(F)F)cc3)cccn2c1N(C)C(=O)CC(C)C | -8 | -7
COC(=O)[C@]12CCCCC=C1N(Cc1cccc3ccccc13)C(=O)[C@H](CC(=O)NCC1CCCCC1)C2 | -10 | -6
COc1ccc(Cl)c(-c2cc(C(=O)NCc3ccco3)[nH]n2)c1 | 3 | -7
O=C(NCc1ccc(Cl)c(Cl)c1)c1cc(C2CCCCN2C(=O)OCCF)on1 (stereo unspecified) | -7 | -5
COCOc1ccc(-c2ncc(OC)nc2NC(=O)c2ccsc2)cc1 | 5 | -8
COC(=O)C[C@@H]1CC[C@@H](NS(=O)(=O)c2ccc(OC)cc2)[C@@H](CO)O1 | 16 | -6
CC(=O)N1CCN(C(=O)c2[nH]c(C(F)(F)F)nc2-c2ccccc2)CC1 | 1 | -4
Cc1nc2ccc(C(=O)Nc3cccc(OCC(=O)N(C)C)c3)cn2c1N(C)CC1CCCCC1 | -12 | -6
OC(c1cc(F)cc(Cl)c1)c1ncc(-c2ccccc2C(F)(F)F)[nH]1 (stereo unspecified) | -3 | -6
Cc1cc(Br)cn2c(Cc3ccccc3)c(-c3ccc(C#N)cc3)nc12 | -8 | -2
Cc1nc2c(OCCOc3ccc(F)cc3)cccn2c1N(C)C(=O)CCC1CCCC1 | -3 | -8
COc1ccc(N2CCN(C(=O)c3[nH]c(C(F)(F)F)nc3-c3ccccc3)CC2)cc1 | -1 | -4
COc1cc(OC)cc(C2=Cc3ccccc3C(CC(C)=O)N2c2ccc(-c3cncnc3)cc2)c1 (stereo unspecified) | 8 | -4
CC(=O)c1cccc(-c2ccc3c(c2)C(C)(Cc2ccccc2F)C(=O)N3)c1 (stereo unspecified) | -9 | -8
CCNC(=O)N(C)c1c(CC)nc2ccc(C(=O)N3CCN(C(=O)c4ccco4)CC3)cn12 | 0 | -3
Cn1cnc(S(=O)(=O)N2CCCCC2c2cc(C(=O)Nc3ccc(F)c(Cl)c3)no2)c1 (stereo unspecified) | 0 | -4

Screening data as filed in PubChem.
